RBX1-CUL1 inh: blocks human RBX1-Cullin-1 di-ubiquitin formation; inhibition, % at 10 µM; hit rate 0.6% among 140,000; P62877+Q13616; in vitro K48 di-Ub FRET, acceptor:donor ratio, 45 min; in the data active = inhibition above about 25%
Target sequence (P62877 whole entry, looked up): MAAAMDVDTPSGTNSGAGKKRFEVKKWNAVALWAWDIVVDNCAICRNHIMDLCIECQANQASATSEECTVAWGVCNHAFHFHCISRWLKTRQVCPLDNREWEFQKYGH
Target sequence (Q13616 whole entry, looked up): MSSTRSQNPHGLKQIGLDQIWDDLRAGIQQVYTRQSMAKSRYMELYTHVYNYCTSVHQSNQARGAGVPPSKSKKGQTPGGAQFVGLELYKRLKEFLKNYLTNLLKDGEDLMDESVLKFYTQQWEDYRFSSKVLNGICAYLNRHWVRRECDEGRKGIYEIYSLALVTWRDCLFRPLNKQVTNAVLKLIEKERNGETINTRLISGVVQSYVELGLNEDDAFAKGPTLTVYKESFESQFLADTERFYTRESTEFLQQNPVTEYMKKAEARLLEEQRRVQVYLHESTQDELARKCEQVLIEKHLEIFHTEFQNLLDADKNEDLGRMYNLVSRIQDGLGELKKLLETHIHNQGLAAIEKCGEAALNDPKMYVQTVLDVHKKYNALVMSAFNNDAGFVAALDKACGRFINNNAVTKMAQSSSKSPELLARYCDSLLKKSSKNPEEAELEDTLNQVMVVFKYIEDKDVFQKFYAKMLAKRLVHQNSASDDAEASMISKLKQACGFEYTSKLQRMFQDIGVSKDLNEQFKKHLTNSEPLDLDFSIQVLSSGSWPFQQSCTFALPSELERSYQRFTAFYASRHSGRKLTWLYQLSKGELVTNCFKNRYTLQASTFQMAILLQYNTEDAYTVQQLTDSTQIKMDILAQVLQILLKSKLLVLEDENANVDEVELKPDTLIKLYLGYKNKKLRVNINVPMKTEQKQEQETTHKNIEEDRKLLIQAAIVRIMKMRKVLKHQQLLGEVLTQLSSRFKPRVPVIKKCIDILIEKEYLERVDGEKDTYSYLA
The depositor's hits bear a star. Some of the compounds tested; the hit share may differ from the screen's.

SMILES	RBX1-CUL1 inh
Cc1ccc(Cl)cc1-n1nnc(C(=O)Nc2ccccc2F)c1C	1
CN1CCN(C(=O)N(c2ccccc2)c2ccccc2)CC1	-2
CC(C)c1ccc(S(=O)(=O)c2cnc(SCC(=O)Nc3ccc(F)cc3F)nc2N)cc1	-6
O=C(CN1C(=O)C2(OCCO2)c2cc(Br)ccc21)NO	-5
COc1ccccc1N1CCN(CCCCN2C(=O)C3CCCN3C2=O)CC1 (stereo unspecified)	-5
CC1(C)C(=S)N(Cc2ccccc2)c2ccccc21	-2
CCCn1c(=O)c2sccc2n2c(CCCC(=O)N3CCN(c4cccc(C)c4C)CC3)nnc12	-6
Cc1ccnc(NC(=O)CN(C)S(=O)(=O)c2ccc(Cl)cc2)c1	4
COc1ccc(C(=O)Cn2c(=O)c(-c3cc(C)ccc3NC(C)=O)nc3ccccc32)cc1	3
CC(C)(C)c1ccccc1N=Cc1ccc2ccccc2n1	2
CCC1CCCCN1C(=O)CSc1nc2c([nH]c3ccccc32)c(=O)n1-c1cccc(OC)c1 (stereo unspecified)	-2
Cc1c(NS(C)(=O)=O)cccc1C(=O)Nc1ccccc1	-4
O=C1N(CC2CCCCC2)CCCC12CCN(C1CCOCC1)C2 (stereo unspecified)	2
NCC(c1ccccc1)c1ccc(Cl)cc1Cl (stereo unspecified)	8
CCCCCOc1ccc(/C=C2\SC(=O)N(CC(=O)O)C2=O)cc1OC	9
COc1ccc(-c2cn3nc(N4CCCC(C(=O)Nc5cc(Cl)ccc5OC)C4)sc3n2)cc1 (stereo unspecified)	-5
CCc1csc(CNC(=O)c2ccc(N3CCCC(C(N)=O)C3)nc2)n1 (stereo unspecified)	0
Cc1cccc2sc(NC(=O)c3ccccc3I)nc12	8
CC1=NN(c2ccc(C(F)(F)F)cn2)C(=O)C1	2
COc1ccc(-c2[nH]ncc2/C=N\NC(=O)C2CCC(C(C)(C)C)CC2)cc1OC (stereo unspecified)	6

3 records picked at random from the list so far, as already listed:
SMILES	RBX1-CUL1 inh
Cc1cccc2sc(NC(=O)c3ccccc3I)nc12	8
CC1=NN(c2ccc(C(F)(F)F)cn2)C(=O)C1	2
CCCCCOc1ccc(/C=C2\SC(=O)N(CC(=O)O)C2=O)cc1OC	9

New compounds follow
SMILES	RBX1-CUL1 inh
COc1cc(C2C(C(=O)OCC(C)C)=C(C)N=C3SCCC(=O)N32)ccc1OCc1ccccc1 (stereo unspecified)	-6
O=S(=O)(Nc1ccc2c(c1)OCCO2)C1CCCCC1	4
Cc1cccc(OCc2ccc(-c3nc(C#N)c(NCCN(C)C)o3)o2)c1	2
CCN1CCC(NC(=O)C(C)Oc2ccc(F)cc2)CC1 (stereo unspecified)	5
CCN1CCN(C2(C(=O)N(C)CC(=O)OC)Cc3ccccc3C2)CC1	8
CCOC(=O)C1(CCOC)CCCN(Cc2cnc(-c3ccc(OC)cc3)nc2)C1 (stereo unspecified)	11
Cc1ccc(C)c(CN2C(=O)C3(c4ccccc42)N(c2ccc(Cl)cc2)C(=O)CS3(=O)=O)c1 (stereo unspecified)	-8
CCSc1nnc(NC(=O)CSc2nc(-c3cccc(OC)c3)c(C#N)c(=O)[nH]2)s1	-1
COc1ccccc1N1CCN(C(=O)COc2ccccc2C#N)CC1	0
C=CCOc1ccccc1NC(=O)c1cccc(C)c1	2
N#Cc1ccccc1COc1ccc(Br)cc1/C=C1\SC(=O)N(CC(=O)N2CCOCC2)C1=O	-4
Nc1nc2ccccc2cc1C(=O)Nc1ccccc1	10
CCOc1cc(-c2ccccc2)nc(-c2ccc(Br)cc2)n1	-3
Cc1onc(-c2ccccc2)c1C(=O)N/N=C/c1cccc(OC(=O)c2cccc(F)c2)c1	-4
CC(=O)N1CCCc2ccc(NS(=O)(=O)c3cccc(Cl)c3)cc21	2
CCN(CC)c1ccc(NC(=O)CN2CCN(c3ccccc3F)CC2)cc1	3
CCN(CC)CC(=O)c1csc2ccccc12	7
COc1cc(/C=N/NS(=O)(=O)c2ccccc2)cc(Cl)c1OCc1ccccc1Cl	-3
CCc1ccc(CN(CC2CCN(CCOC)CC2)CC2CCCO2)o1 (stereo unspecified)	5
O=C1CCCN1CCC1CCCCN1Cc1nc(Cc2cccc(F)c2)no1 (stereo unspecified)	-10
COc1ccc(OC)c(/C=N/Nc2nc(-c3ccc(O)cc3)cs2)c1	6
O=C1c2ccccc2C(=O)N1CCc1nc(=S)[nH][nH]1	-6
CCCCC(=O)Nc1cc(-c2nc3cccnc3s2)ccc1C	-4
CCOc1ccc(CCNC(=O)c2cnc3sc(N4CCCCC4)nn3c2=O)cc1	1
O=C(Nc1cccc2ccccc12)c1ccccc1NC(=O)C1CC=CCC1C(=O)O (stereo unspecified)	9
CO[C@H]1[C@H](NC(=O)C(C)C)c2ccccc2C12CCN(C(=O)COc1ccc(C)cc1)CC2	9
COc1ccccc1Cc1nc(C2CCN(C)CC2)cc(=O)[nH]1	11
CCC(C)c1cc(Cc2cc(C(C)CC)cc(C(=O)O)c2O)c(O)c(C(=O)O)c1 (stereo unspecified)	80*
O=C(Nc1c(C(=O)Nc2ccc(Cl)cc2)cnn1-c1ccccc1)c1cccs1	-2
Cc1nnc(CC2C(=O)c3ccccc3N(C)C2=O)o1 (stereo unspecified)	5

Given as a markdown table: part of the list above
| smiles | RBX1-CUL1 inh |
| --- | --- |
| NCC(c1ccccc1)c1ccc(Cl)cc1Cl (stereo unspecified) | 8 |
| CCOc1cc(-c2ccccc2)nc(-c2ccc(Br)cc2)n1 | -3 |

Reformatted: results already given.
RBX1-CUL1 inh	Molecule
-3	CCOc1cc(-c2ccccc2)nc(-c2ccc(Br)cc2)n1
-4	Cc1onc(-c2ccccc2)c1C(=O)N/N=C/c1cccc(OC(=O)c2cccc(F)c2)c1
2	CC(=O)N1CCCc2ccc(NS(=O)(=O)c3cccc(Cl)c3)cc21
3	CCN(CC)c1ccc(NC(=O)CN2CCN(c3ccccc3F)CC2)cc1
7	CCN(CC)CC(=O)c1csc2ccccc12
-3	COc1cc(/C=N/NS(=O)(=O)c2ccccc2)cc(Cl)c1OCc1ccccc1Cl

Continued:
SMILES	RBX1-CUL1 inh
Cc1c(CN(C)CC2CCN(CCc3cccc(F)c3)CC2)cnn1C	15
CCOc1ccc2nc(N3CCCC(C(=O)NCc4ccc(OC)cc4)C3)sc2c1 (stereo unspecified)	8
Cc1nnc(NC(=O)CSc2nccn2-c2ccc(Cl)cc2)s1	-1
CC(C)=NNc1nc2ccccc2nc1SCCO	10
S=c1cc(-c2ccccc2)oc(-c2ccccc2)c1	-6
Clc1cccc(-c2ccc(CNCC3CCNCC3)o2)c1	9
O[C@@H]1CN(Cc2ccoc2)CC[C@H]1N1CCN(CCc2ccccc2)CC1	0
O=C(Cn1cc(NC(=O)CCC(=O)c2ccccc2)cn1)NCCCn1ncc2ccccc21	-1
CN1N=C(C(C)(C)C)Cn2c1nc1c2c(=O)n(C)c(=O)n1C	11
CC(C)NC(=O)c1ccc(OCC2CCCO2)c(Br)c1 (stereo unspecified)	-19

A few values from above:
For RBX1-CUL1 inh, CC(C)=NNc1nc2ccccc2nc1SCCO shows 10
For RBX1-CUL1 inh, S=c1cc(-c2ccccc2)oc(-c2ccccc2)c1 shows -6
For RBX1-CUL1 inh, CCOc1ccc2nc(N3CCCC(C(=O)NCc4ccc(OC)cc4)C3)sc2c1 (stereo unspecified) shows 8
For RBX1-CUL1 inh, CN1N=C(C(C)(C)C)Cn2c1nc1c2c(=O)n(C)c(=O)n1C shows 11

More results
SMILES	RBX1-CUL1 inh
Cc1ccc(-c2cc(=O)[nH]c(N3CCN(c4ccccc4)CC3)n2)cc1	-3
CSc1cccc(NC(=O)C2CCCN(C(=O)c3cnn(-c4ccc(F)cc4)c3-n3cccc3)C2)c1 (stereo unspecified)	-6
c1ccc2c3c(ccc2c1)-n1nnnc1NC3	0
CC(C)(C)c1nn(-c2ccccc2)c(Nc2ccccc2)c1C#N	-4
Cc1ccc(-c2cccc(CN3CCC4(CCCN(C)C4=O)C3)c2)o1 (stereo unspecified)	1
CCN(CC)CC#CCN1c2ccccc2Sc2ccccc21	-4
CN1CCN(c2c(F)cc3c(=O)ccn(-c4nccs4)c3c2F)CC1	5
CCOC(=O)c1[nH]c(C)c(C(=O)N2CCCC(c3cc(=O)[nH]c(C)n3)C2)c1C (stereo unspecified)	5
COC(=O)c1ccc(NC(=O)CC2C(=O)N(c3ccc(Cl)cc3)C(=O)N2Cc2ccco2)cc1 (stereo unspecified)	-6
O=S(=O)(Nc1cccc(-c2ccc(N3CCCCCC3)nn2)c1)c1ccccc1	-4
CC1=NN(c2ccc(S(N)(=O)=O)cc2)C(=O)/C1=C\c1ccc(-c2ccc(C(=O)OC(C)C)cc2)o1	-5
CC(C)/C(=N\NC(=O)C(O)c1ccccc1)c1ccccc1 (stereo unspecified)	-3
COc1cc(CN(C(=O)C2CCC2)[C@H]2CCCCNC2=O)ccc1OCCc1scnc1C	1
CCc1ccc(CNC2COc3c(cccc3OC)C2)o1 (stereo unspecified)	13
COC(=O)C1CS[C@H](C(OC(C)=O)C(OC(C)=O)C(OC(C)=O)C(COC(C)=O)OC(C)=O)N1CO (stereo partly specified)	2
COc1cc(OC)c(NC(=O)c2ccccc2F)cc1Cl	-2
CC(C)OC(=O)CSc1nc(-c2ccc(F)cc2)cc(C(F)(F)F)n1	3
Cc1ccc(OC(=O)c2cc(-c3ccccc3)nc3ccc(C)cc23)cc1	1
Cn1c(=O)[nH]c(=O)c2c1nc(Br)n2CC(O)COc1ccc(F)cc1 (stereo unspecified)	-4
COc1ccccc1CNC(=O)c1cc2c(s1)-c1ccccc1OC2	5
CCOC(=O)C1C(CS(=O)(=O)c2ccc(C(C)(C)C)cc2)=NC(=O)NC1c1cccc(OC)c1 (stereo unspecified)	7
NCCC1CN(c2cnn(CCOCc3ccccc3)c(=O)c2)CCO1 (stereo unspecified)	10
Cc1cc(-c2ccc(C)c(S(=O)(=O)NCc3cccc(Br)c3)c2)on1	-1
COc1ccc(CNC(=O)CCCn2nc(C)c3sc4ccccc4c3c2=O)cc1OC	-5
CC(C)(C)c1cc(Br)ccc1OCC(=O)Nc1ccc(S(N)(=O)=O)cc1	14
Clc1ccc(CSc2ccc(Cl)nn2)c(Cl)c1	-2
Cc1cccc(N(CC(=O)NCCSCc2ccccc2)S(=O)(=O)c2ccccc2)c1C	-7
CC1(C)CC(=O)C=C(Sc2nc3cc(Cl)ccc3s2)C1	5
Cc1ccc(N2NC(=O)/C(=C/c3ccc(-c4ccccc4F)o3)C2=O)cc1C	-2
CCN1CCSc2ccc(C(=O)NC(C)c3ccccc3)cc21 (stereo unspecified)	-2
CCOc1ccccc1CNCCCSc1nnnn1C	4
CCOC(=O)C(C)Sc1n[nH]c(-c2cc(CC)nn2C)n1 (stereo unspecified)	0
O=c1[nH]c(=S)[nH]c(O)c1N=Nc1ccccc1	2
O=C1N=C(Cc2ccccc2Sc2ccccc2)C(=O)N1c1cccc(Cl)c1	-5
Cc1nc2sccn2c(=O)c1S(=O)(=O)Nc1ccc(N2CCN(C(=O)C(C)C)CC2)cc1	-3
CCOC(=O)C1=C(C)N=c2s/c(=C/c3cccc([N+](=O)[O-])c3O)c(=O)n2C1c1ccc(SC)cc1 (stereo unspecified)	1
COC(=O)Nc1ccc(S(=O)(=O)N2CCCC(C(=O)Nc3ccc(N(C)C)cc3)C2)cc1 (stereo unspecified)	-8
CC(=O)c1ccc(N2C(=O)C3C4C=CC(CO)(O4)C3C2=O)cc1 (stereo unspecified)	3
CCCCN(CC)CCCNC(=O)c1c(C)oc2ncnc(N3CCOCC3)c12	-3
CC(C)c1ccc(NC(=O)C2Cc3ccccc3N2C(=O)c2ccccc2)cc1 (stereo unspecified)	-2
COc1ccccc1N1CCN(C(=O)c2cc3cccc(OC)c3o2)CC1	-7
CCOC(=O)c1noc2ncn(CC(=O)Nc3ccc(OC)c(Cl)c3)c(=O)c12	-7
O=C(CC(c1cccs1)N1Cc2ccccc2C1=O)Nc1cccc(F)c1 (stereo unspecified)	-3
COc1ccc(CCNC(=O)c2ccc(OC(C)C)c(OC(C)C)c2)cc1OC	-9
Cc1cccc(-c2nc(S(=O)(=O)c3ccc(Cl)cc3)c(N3CCCCC3)o2)c1	1
O=C(CCn1cccn1)N1CCCC(CO)(Cc2ccccc2)C1 (stereo unspecified)	5
COc1ccc(/C=C2/C(=O)c3ccc(C(=O)O)cc3C2=O)cc1OC	10
Cc1ccc(NC(=O)COc2cccc(C3C4=C(CCCC4=O)N=C4CCCC(=O)C43)c2)cc1Cl (stereo unspecified)	2
COCCO[C@H]1[C@H](NC(=O)C(C)C)c2ccccc2C12CCN(C(=O)CCc1cccs1)CC2	2
CC(=O)N1c2ccccc2C(CSc2nc3ccccc3s2)=CC1(C)C	0
Following part.
SMILES	RBX1-CUL1 inh
COc1ccc(-c2ccc(=O)n(C)n2)cc1	0
COc1ccc(C)cc1NCc1nnc2n1CCCCC2	5
CCOc1nc(-c2ccc(Cl)cc2)nnc1-c1ccccc1	6
O=C(NCc1ccc2c(c1)OCO2)c1ccc2c(c1)OCO2	11
CCc1ccccc1NC(=O)c1nnn(-c2cc(Cl)ccc2C)c1C	-8
O=C(O)C1CCCCC1C(=O)NN1CCOCC1 (stereo unspecified)	15
CCOc1cccc([N+](=O)[O-])c1[N+](=O)[O-]	-9
Cc1cccc(CCNC(=O)C2CCN(C3NS(=O)(=O)C(c4ccc(F)cc4)C3C)CC2)c1 (stereo unspecified)	-7
CCN1CCN(Cc2nc3cc(NC(C)=O)ccc3n2C)CC1	1
CCN1C(=O)CC(C(=O)Nc2ccc(OC)cc2)SC1=Nc1ccc(C)c(C)c1 (stereo unspecified)	-1
O=c1oc2c(CN3CCCC3)c(O)ccc2cc1-c1ccccc1	1
COCc1cc(C)nc2sc3c(c12)NC(c1ccc(NC(C)=O)cc1)N(c1ccc(C)cc1)C3=O (stereo unspecified)	-7
CC(=O)NCCOc1ccc(C23CC4CC(CC(C4)C2)C3)cc1	1
